Screens deposited in PubChem by several laboratories.
S1P4 antag = blocks the human S1P4 receptor; S1P4-expressing cells, antagonist mode, reporter read-out; AID 1510; inhibition, % at 4.98 µM; 220,000 tested, 0.26% active; O95977; in the data active = inhibition above about 29%;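 note: 0% = wells stimulated with agonist and 100% = vehicle wells without agonist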
Target sequence (O95977 whole entry, looked up): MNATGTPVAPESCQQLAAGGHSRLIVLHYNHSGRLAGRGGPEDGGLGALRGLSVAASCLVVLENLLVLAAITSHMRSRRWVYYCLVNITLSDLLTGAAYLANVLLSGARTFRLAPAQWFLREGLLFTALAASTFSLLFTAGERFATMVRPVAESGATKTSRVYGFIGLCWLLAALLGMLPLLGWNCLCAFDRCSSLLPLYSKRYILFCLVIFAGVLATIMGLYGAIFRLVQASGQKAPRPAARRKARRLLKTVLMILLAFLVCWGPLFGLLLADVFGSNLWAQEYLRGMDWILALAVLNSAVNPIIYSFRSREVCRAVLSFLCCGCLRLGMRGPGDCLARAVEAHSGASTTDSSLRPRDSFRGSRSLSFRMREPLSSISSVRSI
eIF4E-4G inh = blocks eIF4E binding to eIF4G. TR-FRET eIF4E-eIF4GI(517-606) binding, 2 h. inhibition, % at 21.7 µM. 220,000 tested, 0.37% active. AID 782;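 active = inhibition above about 30%, limit read from the data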;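 note: 0% = full FRET control wells and 100% = background wells lacking eIF4GI fragment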
BaF3 tox = reduces parental Ba/F3 cell viability, JAK2V617F counter-screen | CellTiter-Glo ATP luminescence | inhibition, % at 5.6 µM | 220,000 tested, 1.1% active | AID 1486;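 active = inhibition above a per-campaign cutoff, the mean inhibition of all tested compounds plus 3 SD, cut at about 27% in these data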;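 note: 0% = DMSO wells and 100% = JAK Inhibitor I control wells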
MDM2 E3 inh = inhibitors of human Mdm2 E3 ubiquitin ligase. signal enhancement, % at 5 µM. AID 1230. cell-based MDM2 ubiquitination luciferase reporter, 2 h; 0 = plate control, 100 = twice control, blank-subtracted. 210,000 tested, 0.11% active. Q00987;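 active = signal enhancement of 30% or more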;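 note: luminescence tracks abundance of the self-degrading MDM2-luciferase fusion protein; higher signal means inhibition of MDM2 E3 ligase activity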
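Buffer or medium: Cells held in DMEM | Assay system: Stable mammalian line carrying autodegrading MDM2–luciferase fusion reporter | Quantity: 2000 cells/well | Times: 4 h settle plus 2 h compound, 37 °C | Doses: One concentration, 5 µM, with 0.2% DMSO | Technique: Luminescence with SteadyLite reagent, 15 min at room temperature | Benchmarks: Plate controls and plate blanks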
S1P4 ag = agonists of human S1P4 receptor. activation, % at 4.98 µM. S1P4-expressing cell line, agonist reporter assay. 220,000 tested, 0.35% active; in the data active = activation above about 11%;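 note: 0% = DMSO vehicle and 100% = reference agonist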
PERK inhibitor = blocks human PERK kinase; Q9NZJ5; CHO PERK-DD fusion, SEAP luminescence translation reporter; inhibition, % at 5.6 µM; 220,000 tested, 0.17% active; AID 1416;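 active = inhibition above the mean inhibition of all tested compounds plus 3 SD, set separately per screening campaign, cut at about 2.9% in these data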;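 note: PERK kinase domain activated by AP20187 dimerizer at 100 nM; 0% = DMSO with dimerizer and 100% = rapamycin at 8.4 µM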
Wee1 stabilizer = blocks degradation of human Wee1 kinase; P30291; HeLa Luc-Wee1K328M stability, luciferase luminescence; 100% = proteasome inhibitor MG132 effect; reporter increase, % at 5 µM; 220,000 tested, 1.2% active; AID 1321;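 active = activation above the mean of all tested compounds plus 3 SD, set per screening run, cut at about 8.8% in these data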;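 note: cells exposed to compound for 20 h before luminescence read; 0% = DMSO alone and 100% = MG132 at 30 µM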
Target sequence (P30291 whole entry K328M): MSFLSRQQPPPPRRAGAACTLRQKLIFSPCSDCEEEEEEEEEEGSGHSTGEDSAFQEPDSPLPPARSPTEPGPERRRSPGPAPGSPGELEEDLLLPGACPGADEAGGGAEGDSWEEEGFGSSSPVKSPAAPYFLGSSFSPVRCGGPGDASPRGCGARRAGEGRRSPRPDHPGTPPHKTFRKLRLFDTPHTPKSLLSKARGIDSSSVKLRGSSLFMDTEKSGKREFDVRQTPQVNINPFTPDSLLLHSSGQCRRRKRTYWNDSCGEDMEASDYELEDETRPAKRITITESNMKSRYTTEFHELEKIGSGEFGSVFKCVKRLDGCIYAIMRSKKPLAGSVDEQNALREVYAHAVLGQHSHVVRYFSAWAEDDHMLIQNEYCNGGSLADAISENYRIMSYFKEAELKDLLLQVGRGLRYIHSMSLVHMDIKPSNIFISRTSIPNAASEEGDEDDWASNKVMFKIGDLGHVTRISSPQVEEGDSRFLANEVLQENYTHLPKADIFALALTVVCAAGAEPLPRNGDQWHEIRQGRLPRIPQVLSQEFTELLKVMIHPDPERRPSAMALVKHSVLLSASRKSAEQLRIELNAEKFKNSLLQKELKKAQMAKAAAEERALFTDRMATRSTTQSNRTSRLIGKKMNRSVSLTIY
Ba/F3 V617F tox = reduce viability of Ba/F3 cells dependent on JAK2V617F; Ba/F3 EpoR-JAK2V617F viability, ATP luminescence; inhibition, % at 5.6 µM; 220,000 tested, 1.1% active; AID 1446;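 active = inhibition above the campaign mean plus 3 SD over all tested compounds, cut at about 24% in these data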;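 note: cytokine-independent growth of Ba/F3 cells driven by EpoR plus mutant JAK2; 0% = DMSO-treated cells and 100% = JAK inhibitor I control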
NPY-Y2 PAM-ag = potentiators or agonists of human neuropeptide Y receptor Y2; AID 1359; P49146; activation, % at 3.6 µM; 220,000 tested, 0.45% active; cells expressing NPY-Y2, potentiator/agonist read-out; in the data active = activation above about 27%;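 note: cells stimulated with NPY near EC25 plus isoproterenol at EC100; 0% = vehicle plus submaximal agonist and 100% = vehicle plus saturating agonist; some results beyond the cut were filed as inactive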
Numbers without * were called inactive; nt = not tested or not shown; [ ] = another dose, or the depositor's remark.

#	structure	S1P4 antag	eIF4E-4G inh	BaF3 tox	MDM2 E3 inh	S1P4 ag	PERK inhibitor	Wee1 stabilizer	Ba/F3 V617F tox	NPY-Y2 PAM-ag
1	COC(=O)c1sc2cnccc2c1N	-12.4	3.5	3.5	-7.3	0.0	-0.3	0.6	-0.9	5.5
2	CCOC(=O)c1[nH]c2ccc(OC)cc2c1NC(=O)CCN1CCCC(C)C1 (centres undefined)	-11.4	nt	3.5	-3.8	1.3	0.2	1.8	0.6	1.4
3	COc1ccc(C(CNC(=O)Cc2cc(OC)c(OC)c(OC)c2)N2CCCC2)cc1 (centres undefined)	-16.8	nt	2.8	nt	-1.7	0.3	1.5	-0.9	1.3
4	Cc1ccc(-c2cn3cccnc3n2)cc1	8.6	2.3	9.1	-14.7	-0.2	0.1	2.9	5.0	-10.1
5	O=C1/C(=C\c2ccco2)SC(=S)N1c1ccccc1	-16.5	-3.8	3.3	-11.2	1.0	0.2	-1.2	-5.8	7.9
6	O=[N+]([O-])c1cccc(-c2nc(Oc3ccc(Cl)cc3)c3ccccc3n2)c1	-12.1	5.5	3.4	-4.7	1.1	0.5	3.3	0.5	13.7
7	c1ccc(-c2nc(-c3ccccn3)nc(-c3ccccn3)n2)nc1	-10.6	5.4	-3.4	nt	-0.3	0.1	-1.5	-5.3	16.9
8	CC(=O)Nc1nc(C)c(C(C)(C)C)s1	-5.5	7.4	-2.2	-15.3	0.4	0.3	0.8	3.6	-3.2
9	C=CCn1c(SCC(=O)Nc2ccc3c(c2)OCO3)nnc1-c1ccccc1OC	-11.1	-1.8	1.8	-2.0	-0.3	0.5	-1.1	0.8	3.9
10	COc1ccc(C2=C(O)C(C)N(c3ccccc3)C2=N)cc1OC (centres undefined)	16.5	3.0	1.6	27.6	-0.1	2.3	-3.1	-4.4	8.8
11	CCOc1cc(C2NC(=O)NC(O)(C(F)(F)F)C2C(=O)c2ccc(OC)cc2)ccc1O (centres undefined)	-10.1	-1.1	5.0	15.1	0.4	-0.3	-2.6	6.2	-8.4
12	CSc1nc(C)cc(C)c1C(N)=O	-9.0	-1.5	1.7	-15.2	0.3	0.8	0.3	-2.8	-0.7
13	Nc1c2c(nc3ccn(Cc4ccccc4)c(=O)c13)CCC2	0.9	nt	7.8	-11.9	-0.6	-1.4	1.6	2.8	11.2
14	CCN(CC)S(=O)(=O)c1ccc(N)cc1	6.9	1.5	5.7	-4.6	0.9	0.8	-3.5	-4.8	-9.6
15	Cc1cc(/C(N)=N/OC(=O)Nc2ccc(Cl)cc2)no1	10.1	4.9	-1.3	-2.2	2.2	0.9	4.5	0.0	0.6

The list goes on.
#	structure	S1P4 antag	eIF4E-4G inh	BaF3 tox	MDM2 E3 inh	S1P4 ag	PERK inhibitor	Wee1 stabilizer	Ba/F3 V617F tox	NPY-Y2 PAM-ag
16	CC(=O)c1cnc(SCC(=O)O)nc1C	-12.3	0.3	3.4	-15.7	0.7	0.9	1.4	0.7	-0.5
17	CC(=O)NC(=S)Nc1ccc(NC(=O)COc2ccc(Cl)cc2)cc1	-17.6	-0.2	-1.7	-30.5	3.2	0.5	2.5	-4.0	1.5
18	CC(C)(C)C(=O)CC1(O)C(=O)N(Cc2ccc(Cl)cc2)c2ccccc21 (centres undefined)	-40.2	1.4	2.8	-6.0	-0.5	-0.3	-3.0	3.8	3.4
19	Cc1n[nH]c(=O)n1-c1ccc(C(C)C)cc1	-1.9	-1.6	2.5	-21.0	-0.4	0.7	5.0	0.1	1.3
20	CCCCN(C)Cc1c(C(=O)N2CCc3ccccc3C2)nc2ccc(Cl)cn12	1.2	0.7	2.3	-6.2	0.1	-0.1	-3.2	-5.5	-15.0
21	COc1ccc(-c2cc(C#N)nc(NN)n2)cc1	-5.4	-1.5	-0.1	-24.3	1.6	-0.1	1.7	-2.8	-32.2
22	COCCCNCCCCOc1c(Cl)cc(C)cc1Br	7.5	0.4	6.9	-13.7	-3.1	0.3	-0.1	6.4	-10.0
23	COc1ccc(C(C)=O)cc1CN1C(=O)NC2(CCCCCCC2)C1=O	-15.8	-1.3	-0.8	8.4	-0.8	0.7	-4.1	-3.0	-5.1
24	Cc1c(NC(=O)C2(c3ccc(Cl)cc3)CCCC2)c(=O)n(-c2ccccc2)n1C	8.8	0.3	5.0	1.8	3.0	-1.4	-0.4	3.1	4.6
25	CN(c1ncc(C(F)(F)F)cc1Cl)N1C(=O)c2cccc([N+](=O)[O-])c2C1=O	9.0	-0.2	5.2	16.3	-1.9	0.7	7.0	3.5	-5.4
26	O=C1COc2ccc(C(=O)COc3ccc([N+](=O)[O-])cc3)cc2N1	-1.2	-2.6	-6.5	-4.9	1.0	0.1	4.3	0.0	-2.5
27	COc1ccc(Cl)cc1N1CCN(CCNC(=O)Nc2ccccc2C)CC1	-14.7	10.7	6.0	11.5	-2.7	-1.0	-0.1	4.2	-7.2
28	CCOC(=O)Cn1c(-c2nonc2NC(=O)c2ccccc2F)nc2ccccc21	2.1	-25.2[fluorescence artefact?]	1.5	-1.4	-0.2	-0.9	-2.2	-3.1	-27.3
29	O=C(c1cccc(COc2ccc(Cl)cc2Cl)c1)N1CCN(c2ccccn2)CC1	-21.1	1.4[fluorescence artefact?]	1.5	-48.7	-0.6	-0.7	7.1	-1.9	-34.1
30	Cc1ccc(OCCn2c(=O)sc3ccccc32)cc1	-4.6	-6.5	0.5	23.1	2.0	0.7	2.6	2.2	-5.8

New compounds follow
#	structure	S1P4 antag	eIF4E-4G inh	BaF3 tox	MDM2 E3 inh	S1P4 ag	PERK inhibitor	Wee1 stabilizer	Ba/F3 V617F tox	NPY-Y2 PAM-ag
31	Nc1nc(N)c2nc(-c3ccccc3)c(N)nc2n1	-19.6	6.5[fluorescence artefact?]	11.3	nt	2.5	0.7	1.0	30.2*	7.8
32	Cc1ccccc1-n1nnnc1-c1ccccc1	-11.8	1.3	4.4	-13.6	0.8	1.2	-0.8	-2.2	22.9
33	Oc1ccccc1-c1nc2cnccn2c1Nc1ccc2c(c1)OCCO2	-6.3	9.5	5.5	-4.0	-0.5	-0.5	-1.7	-2.6	-0.4
34	Cc1cc(C)nc(NS(=O)(=O)c2ccc(NC(=O)c3cccs3)cc2)n1	2.9	-2.8	2.5	-8.4	0.5	0.2	-2.8	-3.0	10.8
35	CC(=O)C1=C(O)C(=O)N(CC(=O)O)C1c1ccccc1Cl (centres undefined)	-15.0	3.5	1.5	-24.3	0.2	1.0	-2.8	-1.7	9.2
36	CCOc1ccc2nc(SCC(=O)Nc3ccc4c(c3)OCO4)sc2c1	-16.8	-3.6	9.6	-8.2	0.5	0.9	0.0	6.2	-4.2
37	O=C(OC(C(=O)Nc1ccc(Cl)c(C(F)(F)F)c1)c1ccccc1)C1=COCCO1 (centres undefined)	2.8	2.7	6.4	9.2	0.6	0.2	-0.7	-0.3	12.7
38	O=c1cc(O)n(-c2ccccc2F)c(=S)[nH]1	-17.6	-1.4	2.9	-9.2	-0.4	-0.1	0.2	0.1	0.4
39	Cc1cc(CNC(=O)CC2C(=O)NCCN2CC(c2ccccc2)c2ccccc2)on1 (centres undefined)	-1.8	1.7	2.5	-21.0	-1.9	0.4	-1.3	4.9	-3.4
40	Cc1ccc(NCc2ccc(O)c3ncccc23)cc1	-14.6	7.0	0.7	-7.0	0.2	1.7	1.4	-5.6	0.7
41	O=C(Cc1ccc2c(c1)OCCO2)N1CCN(c2ccccc2)CC1	-14.7	0.6	5.2	-27.8	1.3	1.0	3.1	0.5	-16.9
42	COC(=O)c1ccccc1NC(=O)c1cccc(COc2ccccc2Cl)c1	-0.6	7.1	3.0	11.1	-0.4	0.1	2.7	-1.6	-23.5
43	O=C1c2ccccc2NC(c2cccc(F)c2)N1Cc1ccco1 (centres undefined)	-0.9	-1.8	2.9	-11.4	-2.9	0.9	-0.3	-5.3	-10.6
44	COc1cc(C)c(NC(=S)Nc2ccc(Cl)c(Cl)c2)cc1OC	-5.2	-9.1	7.8	-9.8	3.4	-0.1	-1.4	0.7	-7.7
45	C=CCNC(=O)NC(=O)COC(=O)CC(NC(N)=O)c1ccc(Cl)cc1 (centres undefined)	-8.7	-3.0[fluorescence artefact?]	4.0	2.8	0.6	1.4	-3.4	0.9	-0.3

Continuation.
#	structure	S1P4 antag	eIF4E-4G inh	BaF3 tox	MDM2 E3 inh	S1P4 ag	PERK inhibitor	Wee1 stabilizer	Ba/F3 V617F tox	NPY-Y2 PAM-ag
46	Cc1cccc(CSc2nc3[nH]ncc3c(=O)[nH]2)c1	-6.4	-1.9	7.8	-1.0	1.1	0.3	0.8	-1.0	-14.7
47	CCc1cccc(CC)c1NC(=S)NCCc1c(C)[nH]c2ccc(C)cc12	5.7	2.3	-2.0	nt	0.9	-0.7	3.5	-4.7	10.3
48	CCOc1ccc2c(c1)-c1c(ssc1=S)C(C)(C)N2C(=O)CSC1=NCCS1	-4.5	9.9	4.1	12.1	0.5	0.2	-0.5	-0.5	40.4*
49	CCCn1c(CN2CCCCC2C)nc2c1c(=O)n(C)c(=O)n2C (centres undefined)	1.6	3.5	3.6	-14.0	-0.2	0.5	-1.0	-4.9	14.4
50	Cc1nc2ccccn2c1C(=O)NCc1ccc2c(c1)OCO2	-1.7	-4.3[fluorescence artefact?]	2.9	-28.9	0.8	-0.7	2.7	-1.5	-1.5
51	O=C1/C(=C/c2ccccn2)SC(=S)N1NS(=O)(=O)c1ccccc1	10.5	-0.5	6.6	-7.4	-0.9	1.1	1.3	-1.2	-28.9
52	Cc1ccnc(NC(c2cccnc2)c2ccc3cccnc3c2O)c1 (centres undefined)	-10.5	6.5	3.9	-0.7	0.6	0.6	-1.0	1.8	7.2
53	Cc1cc(NC(=O)CSc2n[nH]c(=O)[nH]c2=O)ccc1Br	-9.2	-2.7	-1.7	-5.7	0.0	1.1	2.0	-2.2	5.6
54	COc1ccc(N)cc1-n1c(C)ccc1C	2.5	5.2	1.8	0.0	-0.7	0.9	-2.3	-3.9	3.8
55	O=C(CC(=O)N1CCN(c2ccccn2)CC1)Nc1ccc2nc3n(c(=O)c2c1)CCCCC3	-22.6	-2.8	7.7	-12.8	0.8	0.0	-0.6	0.8	-8.6
56	O=C(CN1CCC(NC(=O)c2ccco2)CC1)Nc1ccccc1[N+](=O)[O-]	1.7	-3.6	5.9	8.7	-1.5	0.2	-2.7	-0.1	7.4
57	Cc1cc(S(=O)(=O)NCC(C)C)ccc1OCC(=O)NCc1ccccn1	-18.1	4.9	4.5	-10.4	0.8	-0.3	2.0	0.2	-5.9
58	CSc1nc(C)c(CCOC(=O)c2ccccc2)c(=O)[nH]1	-15.2	-10.6	-3.3	-6.8	-2.1	0.4	3.2	-3.8	-11.8
59	CN1C2CCC1CC(NC(=O)CSc1ccc(C(C)(C)C)cc1)C2 (centres undefined)	7.2	6.5	3.8	-8.0	-2.2	0.2	9.6*	12.7	-24.2
60	COc1ccc(C(CNC(=O)CN2C(=O)NC3(CC(C)CC(C)(C)C3)C2=O)N2CCOCC2)cc1 (centres undefined)	0.0	0.8[fluorescence artefact?]	-0.6	-1.9	-2.4	-2.1	0.3	-2.0	9.3

Pulled one by one from the list above:
#	structure	S1P4 antag	eIF4E-4G inh	BaF3 tox	MDM2 E3 inh	S1P4 ag	PERK inhibitor	Wee1 stabilizer	Ba/F3 V617F tox	NPY-Y2 PAM-ag
53	Cc1cc(NC(=O)CSc2n[nH]c(=O)[nH]c2=O)ccc1Br	-9.2	-2.7	-1.7	-5.7	0.0	1.1	2.0	-2.2	5.6
54	COc1ccc(N)cc1-n1c(C)ccc1C	2.5	5.2	1.8	0.0	-0.7	0.9	-2.3	-3.9	3.8
